# Bioassay records: PubChem, several laboratories
# MT1-MMP txn act: activates MT1-MMP transcription. HT1080 MT1-MMP promoter luciferase reporter, luminescence, overnight; active compounds read high. activation factor at 10 µM. actives 0.16% (n = 86,000). AID 750;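 active = activation factor of at least 2 for MT1-MMP transcription at 10 µM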
# IL1B cytotox: HUVEC cytotoxicity counter-screen, IL-1B stimulated; HUVEC cell count loss, Hoechst imaging; cell count reduction, % at 2 µM; actives 0.41% (n = 94,000); AID 845;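 active = cell count reduction more than 3 SD above the screen-wide mean, cut at about 70% in these data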;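 also: normalized per plate to untreated control cells as the no-loss baseline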
# PTPN22 inh 2: LYP (human) phosphatase inhibition; Q9Y2R2; recombinant LYP catalytic domain, DiFMUP fluorescence; inhibition, % at 2 µM; actives 0.21% (n = 96,000);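 active = inhibition at 2 µM at or above a set limit, the screen mean plus 3 SD, cut at about 24% in these data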;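 also: 0% = DMSO with enzyme and 100% = enzyme fully blocked by orthovanadate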
# Target sequence (Q9Y2R2 whole entry, looked up, the tested form may be a part): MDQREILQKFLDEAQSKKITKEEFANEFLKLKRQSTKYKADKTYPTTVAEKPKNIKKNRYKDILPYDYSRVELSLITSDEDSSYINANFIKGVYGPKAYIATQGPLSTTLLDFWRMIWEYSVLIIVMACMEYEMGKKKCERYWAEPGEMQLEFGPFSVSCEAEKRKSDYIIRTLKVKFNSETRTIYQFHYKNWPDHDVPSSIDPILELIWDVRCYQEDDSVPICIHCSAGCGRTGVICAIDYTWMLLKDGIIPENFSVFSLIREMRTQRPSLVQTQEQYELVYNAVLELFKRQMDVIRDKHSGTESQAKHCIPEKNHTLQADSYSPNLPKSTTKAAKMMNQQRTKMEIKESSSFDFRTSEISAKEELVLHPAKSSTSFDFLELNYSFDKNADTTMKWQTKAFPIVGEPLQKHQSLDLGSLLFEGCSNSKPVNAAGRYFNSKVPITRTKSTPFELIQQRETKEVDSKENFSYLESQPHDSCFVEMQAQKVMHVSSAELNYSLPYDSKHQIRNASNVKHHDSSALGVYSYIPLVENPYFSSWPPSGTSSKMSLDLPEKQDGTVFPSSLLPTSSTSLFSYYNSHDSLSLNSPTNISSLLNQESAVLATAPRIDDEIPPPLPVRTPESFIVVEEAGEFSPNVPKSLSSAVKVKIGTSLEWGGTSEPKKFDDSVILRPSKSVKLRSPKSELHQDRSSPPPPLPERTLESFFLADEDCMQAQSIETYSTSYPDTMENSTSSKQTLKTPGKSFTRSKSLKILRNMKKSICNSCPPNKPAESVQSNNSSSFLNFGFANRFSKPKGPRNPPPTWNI
# HUVEC tox TNFa: HUVEC cytotoxicity counter-screen, TNF alpha stimulated; HUVEC TNFalpha-stimulated, Hoechst cell count, imaging; cell count reduction, % at 2 µM; actives 0.17% (n = 93,000);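 active = cell count reduction exceeding the screen mean by over 5 SD, scaled to untreated wells per plate, cut at about 78% in these data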;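 also: cells counted after 24 h of TNF alpha exposure following the 1 h pretreatment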
# VCAM1 TNFa inh: reduces TNF alpha induced VCAM1 expression in HUVEC | actives 0.48% (n = 95,000) | inhibition, % at 2 µM | AID 802 | HUVEC TNFa-induced VCAM-1 immunofluorescence, high-content imaging;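 active = inhibition above the batch mean plus 3 SD, with images confirmed as a hit by eye, cut at about 37% in these data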;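 also: 0% = TNF-stimulated DMSO wells and 100% = unstimulated control wells; not every result past the cut was called active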
# F-actin modifier: cytoskeleton assembly modification; HUVEC TNFa F-actin phalloidin imaging, high content; inhibition, % at 2 µM; actives 0.18% (n = 91,000); AID 836;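 active = inhibition above the batch mean plus 3 SD and confirmed as a hit by visual image inspection, cut at about 30% in these data, passing the limit was not always enough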; also: strong numbers were not always called active
# Smad3 FoxH1 inh: blocks human Smad3 binding to FoxH1 peptide; P84022; TR-FRET Smad3/Dy647-FoxH1 peptide binding, europium anti-His; inhibition, % at 25 µM; actives 0.29% (n = 88,000); AID 630;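 active = compounds that reduce the energy-transfer binding signal between the protein and its labelled peptide by more than half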;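 also: 0% = Smad3 plus labelled peptide maximal FRET and 100% = peptide-only background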
# Candida biofilm: kills Candida albicans biofilms; C. albicans biofilm + clotrimazole, Alamar Blue; AID 834; inhibition, % at 6 µM; actives 0.14% (n = 85,000);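 active = inhibition above 20%; inactive = inhibition below 20%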;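 also: preformed 24 hr biofilms exposed to compound for 48 hr; 0% = biofilm without compound and 100% = blank killed by clotrimazole plus chlorhexidine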
# hDAT+cocaine: human DAT dopamine uptake with cocaine, either direction. Q01959. LLC-PK1 hDAT cells, [14C]-dopamine uptake with cocaine IC80; actives deviate in either direction. B-score at 10 µM. actives 1.3% (n = 110,000);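 active = Z score or B-score, a plate-position-corrected score, falls beyond the plate's 99.7% confidence bounds, in either direction; inactive = both scores lie inside the 99.7% bounds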;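 also: scored against the spread of the other compound wells on the same plate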
# * hit, by the source's call; . = not tested or not shown; [ ] = remark or other dose.
SMILES,MT1-MMP txn act,IL1B cytotox,PTPN22 inh 2,HUVEC tox TNFa,VCAM1 TNFa inh,F-actin modifier,Smad3 FoxH1 inh,Candida biofilm,hDAT+cocaine
Cc1nc2c(C(=O)NCc3ccco3)cnn2c(C)c1Cc1ccc(F)cc1Cl,1.1,24.6,1.7,-6.6,8.8,-5.2,-0.2,-1.3,-0.953
Cc1cc(C)c2cc(CN(Cc3ccco3)C(=O)NCc3ccccc3)c(=O)[nH]c2c1,1,.,.,.,.,.,2.2,5.1,1.2
CCC(C)n1c(=N)c(C#N)cc2c(=O)n3ccccc3nc21 (stereo unspecified),1.3,-7.8,-6.1,-5.7,-7.9,-4.5,1.9,7.3,-0.0785
O=C(COc1ccc(Br)cc1CO)Nc1ccccc1,1.2,3.7,7.2,-1.4,8.1,-9.1,0.1,11.5,-0.0138
O=C(CN1C(=O)CSc2ccccc21)NC1CCCC1,1.1,9.7,6.7,9.2,11.0,-6.2,6.3,9.5,.
CC(C)(C)c1ccc(OC(=O)c2cccnc2)cc1,1,-4.0,0.0,-21.2,0.4,-5.3,-23.3,0.5,1.24
O=C(O)c1ccccc1-c1ccc(/C=c2\sc3nc4cc(Br)cnc4n3c2=O)o1,.,-0.9,-1.3,-27.5,10.4,-1.3,.,.,-0.491
CC(C)N1C(=O)C(Cc2nc3ccccc3c(=O)n2-c2ccccc2)c2ccccc21 (stereo unspecified),.,25.0,-3.7,-11.8,8.8,7.8,.,.,1.3
O=c1[nH]c2ccccc2nc1N1CCOCC1,1.1,-1.4,13.0,-13.7,9.2,-22.5,-2.3,3.2,0.477
O=C(Nc1ccc2c(c1)Cc1ccccc1-2)c1ccco1,1.3,3.5,8.8,-27.0,-14.5,-14.7,4.8,7.0,-0.0448
CN1C(=O)N(C)C2(c3ccccc3)NC(=O)NC12c1ccccc1 (stereo unspecified),1.2,-14.9,-29.0,1.9,-4.7,-17.3,0.2,3.6,-0.00636
CCOC(=O)Cc1csc(NC(=O)COc2ccccc2OCC)n1,1.1,-22.1,7.0,-3.7,-4.3,-2.4,-18.9,2.0,-1.5
S=c1[nH]nc(CCc2ccccc2)n1Cc1ccccc1,.,-15.7,2.7,-18.5,8.0,0.8,.,.,0.199
CCOC(=O)c1c(NC(=O)CSc2nncn2C)sc(C)c1C,.,-25.0,-4.3,6.5,-3.1,3.2,-0.4,0.8,.
CCOC(=O)C(C)n1cnc2c(nnn2Cc2ccc(Cl)cc2)c1=O (stereo unspecified),1,2.8,-15.6,-20.3,3.3,12.9,1.0,-0.8,0.728

# Reprinted from the part before: 5 compounds, then new ones.
SMILES,MT1-MMP txn act,IL1B cytotox,PTPN22 inh 2,HUVEC tox TNFa,VCAM1 TNFa inh,F-actin modifier,Smad3 FoxH1 inh,Candida biofilm,hDAT+cocaine
CN1C(=O)N(C)C2(c3ccccc3)NC(=O)NC12c1ccccc1 (stereo unspecified),1.2,-14.9,-29.0,1.9,-4.7,-17.3,0.2,3.6,-0.00636
CCOC(=O)Cc1csc(NC(=O)COc2ccccc2OCC)n1,1.1,-22.1,7.0,-3.7,-4.3,-2.4,-18.9,2.0,-1.5
S=c1[nH]nc(CCc2ccccc2)n1Cc1ccccc1,.,-15.7,2.7,-18.5,8.0,0.8,.,.,0.199
CCOC(=O)c1c(NC(=O)CSc2nncn2C)sc(C)c1C,.,-25.0,-4.3,6.5,-3.1,3.2,-0.4,0.8,.
CCOC(=O)C(C)n1cnc2c(nnn2Cc2ccc(Cl)cc2)c1=O (stereo unspecified),1,2.8,-15.6,-20.3,3.3,12.9,1.0,-0.8,0.728
CN(C)/C=N/c1nc2ccc3c(c2s1)CCCC3,1.6,-17.3,-4.9,-12.6,-6.2,-18.4,6.0[fluorescence artefact?],6.5,0.523
Nc1ccc2c(c1)ncn2CCCn1cnc2cc(N)ccc21,1.1,-33.3,4.8,-40.2,-11.6,-3.1,6.9,-1.6,0.0593
Cc1cccc(C)c1Nc1nnc(SCC(=O)NCc2ccco2)s1,1.2,-35.1,-5.2,-6.4,10.4,-20.1,8.9[fluorescence artefact?],8.2,0.547
O=C(O)CCn1ccnc1-c1ccccc1,1.1,-32.0,-20.0,-29.3,1.1,-33.9,5.2,4.5,-1.2
CCCn1c(N)c(N2CCCCC2)c(=O)n(CC(=O)Nc2ccc(OC(F)(F)F)cc2)c1=O,1.1,1.6,-0.1,-22.3,16.7,10.9,-5.2,5.8,0.245
COCCCNC(NC(=O)c1ccc(C)cc1)C(Cl)(Cl)Cl (stereo unspecified),.,-35.5,4.3,6.7,6.4,-4.7,.,.,.
O=C(NS(=O)(=O)c1ccccc1)c1ccccc1O,1,-19.3,-3.7,-14.2,21.5,-5.2,2.2,8.9,-0.0967
O=[N+]([O-])c1ccc(Cl)c(/C=N/N2CCN(Cc3ccccc3Cl)CC2)c1,.,0.0,-6.5,0.6,6.3,-26.3,.,.,1.52
CN1/C(=C\C(=O)Nc2cccnc2)c2ccccc2CC1(C)C,1,41.0,-14.8,-10.0,-8.7,19.4,10.0,1.4,.
COc1ccc(CSCC(=O)N/N=C/c2ccc(OCC(=O)N3CCCCC3)cc2)cc1,.,-19.1,4.7,-5.7,-1.4,-11.5,.,.,1.33
CCOC(=O)c1sc(NC(=O)c2c(C)noc2C)c(C(=O)OCC)c1C,1,-4.6,-0.6,-23.8,1.5,-10.3,8.3,5.5,.
Cc1ccc(C(C(=O)NCc2ccc(F)cc2)N(C(=O)c2csnn2)C2CC2)o1 (stereo unspecified),1.1,-0.6,-3.4,-32.3,8.5,-8.5,3.9,11.2,0.273
COc1cc(OC)c(OC)cc1CN1CCN(c2ccccc2OC)CC1,1,-9.7,2.9,-6.6,-1.2,-0.1,5.6,2.1,-1.4
CCCn1c(=O)c(C(=O)Nc2ccccc2C(=O)OCC)c(O)c2ccccc21,1.2,.,.,.,.,.,3.4,3.8,0.367
Cn1c(=O)c2c(SCC(=O)N3CCOCC3)nc(CC(C)(C)C)nc2n(C)c1=O,1.1,18.8,-3.8,-12.2,-2.9,-13.9,3.5,-1.8,-0.463
COCCn1c(SCC(=O)Nc2ccccc2)nc2c1c(=O)[nH]c(=O)n2C,1.1,.,.,.,.,.,5.0,-3.3,0.263
CCCCCC(C)n1[nH]c(=O)cc1N (stereo unspecified),1.1,-3.2,-9.6,-17.8,8.9,5.6,2.6,7.3,-0.507
CCn1c2ccccc2c2cc(NC(=O)c3ccc([N+](=O)[O-])cc3)ccc21,.,-20.6,12.7,9.7,3.3,-16.3,.,.,-0.0274
COc1ccc(-n2nc3c(c2NC(=O)c2c(-c4ccccc4Cl)noc2C)CS(=O)(=O)C3)cc1,1,-69.9,1.7,-31.9,-1.8,17.8,2.6,7.8,.
CC12CCC(C(=O)Nc3cc(Cl)ccc3Cl)(C/C1=N\O)C2(C)C (stereo unspecified),1.4,6.8,5.2,3.2,3.7,-10.5,-9.8,4.1,0.0103
CS(=O)(=O)N(CC(=O)N/N=C/c1cccc2c1OCCO2)c1ccccc1Br,.,-5.2,15.5,5.5,-24.0,11.3,.,.,1.18
COC(=O)Cc1nc2ccccc2[nH]1,1.1,7.6,-3.1,-9.3,-2.4,18.9,-2.5,-0.5,-0.846
COc1ccc(NC(=O)CSc2nnnn2-c2ccc(OC)cc2)cc1,1.1,-2.7,-11.1,-6.8,-16.4,.,-2.2,0.1,0.27
CS(=O)(=O)N(CC(=O)N1CCC(C(N)=O)CC1)c1ccc(Cl)c(C(F)(F)F)c1,1.2,-17.8,-1.6,-7.0,19.1,-8.6,3.9,3.3,-0.284
N#CC(c1ccc(O)cc1)N1CCOCC1 (stereo unspecified),1.3,-33.3,-11.2,.,.,.,-1.5,-6.1,-0.151
CN(C)C(=O)c1cc(S(=O)(=O)N(C)C)c(Cl)cc1N1CCCC1,1.2,12.5,-2.1,-18.0,6.1,-1.4,-4.7,0.4,-0.303
COc1ccc(CC(=O)c2cc(OC)c(OC)cc2CC(=O)O)cc1OC,1.1,-2.9,-11.6,-10.9,-4.9,2.4,-1.4,0.2,-0.12
CC(=O)N1CCc2cc(S(=O)(=O)NC(C(=O)NCc3ccccc3)C(C)C)ccc21 (stereo unspecified),1.1,-56.9,-3.0,8.0,-15.1,-1.4,-0.4,4.2,-1.26
O=C(c1cn(-c2ccccc2)nc1-c1cccnc1)N1CCCCC1,1.1,-23.0,-2.7,8.8,-0.8,-21.1,-0.3,9.2,0.154
CCn1c(Cc2ccccc2)nnc1SCC(=O)Nc1ccccc1,1.2,-48.0,12.0,-29.0,-4.7,-15.3,2.5,5.3,-0.166
O=C(N1CCOCC1)C1(c2ccccc2)CCCCC1,1,-51.9,-6.9,-8.6,10.3,10.8,-30.2,.,-0.222
CCSC1=C(C#N)C(c2ccc(OC)c(OC)c2)CC(=O)N1 (stereo unspecified),0.9,-7.3,-0.6,8.9,4.9,-29.4,3.6,4.7,-0.29
CN(C)CCNC(=O)C12CC3(C)CC(C)(CC(C)(C3)C1)C2,1,11.5,3.9,-8.9,2.5,-5.6,4.7,7.5,-2.64
CCSc1sccc1C1C(C#N)=C(N)N(c2cccnc2)C2=C1C(=O)CC(C)(C)C2 (stereo unspecified),1.1,.,.,.,.,.,8.7,1.8,0.146
COc1cc(NC(=O)C2COc3ccccc3O2)c(OC)cc1Cl (stereo unspecified),1,-4.8,-4.8,-7.1,-20.0,65.0,-9.9,3.0,0.641
COC(=O)C1C(O)=C(C=NC2CCCCC2)C(=O)CC1(C)C (stereo unspecified),1.2,-76.5,-8.3,-13.3,-1.4,.,-1.9,1.8,0.874
COc1cc2cc3c(N)c(C(=O)Nc4sc(C)c(C)c4C#N)sc3nc2cc1OC,.,-11.4,-10.1,0.3,17.4,-9.6,.,.,0.244
Cc1ccc(NS(=O)(=O)c2cc(C(=O)NCCSc3ccc(C)cc3)ccc2C)cc1,.,-0.7,5.8,-3.1,2.9,-4.8,.,.,-0.243
CCN(Cc1ccccc1)C(=O)c1ccccc1C,1,-44.1,-24.9,-13.7,-1.8,-9.2,8.4[fluorescence artefact?],4.8,-0.179
Cc1cccc(NC(=O)CNc2cc(C)ccc2C)c1,1.3,-2.1,6.6,-35.8,-3.4,11.9,1.8,4.2,0.236
CC(=O)c1cccc(NC(=O)C2CC(=O)N(Cc3ccccc3)C2)c1 (stereo unspecified),1,10.6,13.9,-2.0,9.5,12.7,0.5,-3.8,-0.0836
Cn1c(N)c(C(=O)COC(=O)C2(c3ccc(Cl)cc3)CCCC2)c(=O)n(C)c1=O,1.1,-10.3,11.5,-3.6,-7.5,-3.0,3.4,-0.9,-0.85
CCSC(C)CC1CC(=O)CC(=O)C1 (stereo unspecified),1.1,.,.,.,.,.,0.0,1.8,-0.451
O=C(CSc1nnc(NC(=O)C2CC2)s1)Nc1ccc(F)cc1,1,-7.8,6.4,2.3,4.7,-55.0,-8.2,0.6,0.373
Cc1nn(C(=O)c2cccnc2)c(C)c1C,1.2,-29.5,-13.8,-11.6,-1.3,4.2,-0.7,8.4,-0.867
O=C(CSc1cn(CCNC(=O)c2cccs2)c2ccccc12)NCc1ccccc1,.,-14.3,-3.5,-25.9,10.2,0.5,4.4,-1.1,0.779
CCCCC(=O)N/N=C(\C)CC(=O)Nc1cc(Cl)ccc1OC,.,26.4,9.2,8.3,4.2,2.7,.,.,1.53

# This is a subset (hit frequency here may not be typical).
